APOBEC3A inh – blocks human APOBEC3A ssDNA deamination; P31941; recombinant A3A, FAM/TAMRA ssDNA deamination fluorescence; inhibition, % at 20 µM; actives 0.41% (n = 330,000); AID 493011;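 active means at least 40% inhibition at 20 µM here, with at most 30% in a related deaminase screen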;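 further: plate controls were A3A with DMSO for no effect and wells lacking A3A enzyme for full effect; some results filed as inactive read as strong as hits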
Target sequence (P31941 whole entry, looked up): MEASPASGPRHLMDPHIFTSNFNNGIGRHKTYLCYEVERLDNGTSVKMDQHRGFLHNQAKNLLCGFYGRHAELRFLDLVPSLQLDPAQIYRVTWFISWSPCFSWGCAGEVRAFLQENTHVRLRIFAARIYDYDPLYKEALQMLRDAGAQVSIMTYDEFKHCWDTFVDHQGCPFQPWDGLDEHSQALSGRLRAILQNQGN
PfGluPho inh – PfG6PD (Plasmodium falciparum) enzyme inhibition. inhibition, % at 20 µM. AID 504690. PfGluPho enzyme, NADPH resazurin-diaphorase fluorescence. actives 0.78% (n = 350,000);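 active means inhibition reaching at least a set limit at 20 µM in the primary screen, cut at about 59% in these data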;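 further: 0% = DMSO wells with substrate and 100% = DMSO wells lacking glucose-6-phosphate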
hIAP block – human IAP inhibition | P09923 | purified IAP, CDP-Star luminescence, 30 min | inhibition, % at 10 µM | actives 0.12% (n = 330,000) | AID 2544;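 active means inhibition reaching a set limit with compound at 10 µM in the primary screen, cut at about 35% in these data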;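 further: plate controls were DMSO wells with enzyme for no effect and no-enzyme buffer wells for full effect; values of inactives mirror those of a sister screen read the other way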
Target sequence (P09923 whole entry, looked up): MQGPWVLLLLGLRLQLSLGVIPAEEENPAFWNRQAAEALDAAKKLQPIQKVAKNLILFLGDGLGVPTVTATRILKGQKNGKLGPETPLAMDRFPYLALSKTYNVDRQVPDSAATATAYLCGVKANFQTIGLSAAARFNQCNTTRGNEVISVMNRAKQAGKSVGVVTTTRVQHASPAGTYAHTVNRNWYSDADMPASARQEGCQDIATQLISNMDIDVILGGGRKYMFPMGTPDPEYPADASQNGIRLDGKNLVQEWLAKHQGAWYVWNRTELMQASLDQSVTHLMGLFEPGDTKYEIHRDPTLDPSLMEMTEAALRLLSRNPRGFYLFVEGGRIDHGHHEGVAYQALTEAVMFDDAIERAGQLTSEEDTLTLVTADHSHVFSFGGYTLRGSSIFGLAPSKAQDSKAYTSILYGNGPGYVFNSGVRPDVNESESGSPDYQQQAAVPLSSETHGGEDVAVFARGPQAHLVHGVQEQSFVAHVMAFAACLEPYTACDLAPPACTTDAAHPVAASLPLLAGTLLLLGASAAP
hIAP activ – increases human intestinal alkaline phosphatase activity; actives 0.16% (n = 330,000); purified human IAP, CDP-Star luminescence, 30 min; stronger effect = higher value; 1 = vehicle-only enzyme, 0 = enzyme-free background; activation factor at 10 µM; P09923; AID 2524;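 active means activation factor of the enzyme at least 2-fold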; further: the source names both 10 and 20 µM as test concentration; values of inactives mirror those of a sister screen read the other way
ATG4B inh – inhibitors of human ATG4B cysteine protease. actives 0.51% (n = 340,000). AID 504462. ATG4B cleavage of LC3-PLA2, NBD-HPC fluorescence, 1 h. inhibition, % at 8.33 µM; in the data active means inhibition above about 40%
Target sequence (Q9Y4P1 whole entry, looked up): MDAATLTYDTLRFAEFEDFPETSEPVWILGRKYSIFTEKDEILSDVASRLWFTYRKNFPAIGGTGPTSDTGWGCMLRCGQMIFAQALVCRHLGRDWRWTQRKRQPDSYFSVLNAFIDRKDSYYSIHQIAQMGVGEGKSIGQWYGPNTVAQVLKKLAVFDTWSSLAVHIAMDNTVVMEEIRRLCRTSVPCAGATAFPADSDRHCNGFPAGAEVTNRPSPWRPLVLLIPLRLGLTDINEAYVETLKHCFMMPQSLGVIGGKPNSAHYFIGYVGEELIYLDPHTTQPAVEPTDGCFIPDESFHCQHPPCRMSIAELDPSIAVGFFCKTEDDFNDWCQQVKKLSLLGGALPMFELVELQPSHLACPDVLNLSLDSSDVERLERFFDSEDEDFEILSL
mIAP inh – mouse IAP inhibition | purified mouse IAP, CDP-Star luminescence, 30 min | inhibition, % at 10 µM | actives 0.2% (n = 330,000) | AID 2806;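 active means inhibition of at least 40% at 10 µM in the primary screen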;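 further: plate controls were DMSO with enzyme for no effect and no enzyme wells for full effect; values of inactives mirror those of a sister screen read the other way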
mIAP act – increases mouse intestinal alkaline phosphatase activity; muIAP, CDP-Star luminescence, 30 min; stronger effect = higher value; 1 = vehicle-only enzyme signal, 0 = enzyme-free wells; activation factor at 10 µM; actives 0.24% (n = 330,000); AID 2805;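 active means activation factor of at least 2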; further: the source names both 10 and 20 µM as test concentration; values of inactives mirror those of a sister screen read the other way
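System: mouse IAP enzyme. Reagent: CDP-Star chemiluminescent phosphatase substrate. Benchmarks: DMSO wells, no-enzyme wells. Times: 30 min enzyme-substrate-compound incubation at room temperature. Detection: luminescence from enzymatic CDP-Star hydrolysis. Doses: test compounds delivered from DMSO solution.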
HKDC1 inh – blocks human hexokinase HKDC1 activity; Q2TB90; recombinant HKDC1, G6PDH/diaphorase resazurin coupled fluorescence; inhibition, % at 20 µM; actives 0.16% (n = 340,000); AID 493160;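 active means inhibition above about 35% when tested at 20 µM, limit read from the data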;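 further: plate controls were DMSO wells with enzyme for no effect and DMSO wells lacking enzyme for full effect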
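Assay system – recombinant HKDC1 (HK5) hexokinase enzyme, produced in-house · Input – HKDC1 at 5 µg/mL · Reagent – glucose plus 1 mM ATP as hexokinase substrates · Timing – 90 min reaction incubation at room temperature, dark · Measured by – G6PDH/diaphorase-coupled fluorescence, 1 mM NADP, 100 µM resazurin, 525/613 nm · Benchmarks – DMSO-enzyme wells negative, buffer-substituted wells positive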
Numbers without * were called inactive.

no.	canonical_smiles	APOBEC3A inh	PfGluPho inh	hIAP block	hIAP activ	ATG4B inh	mIAP inh	mIAP act	HKDC1 inh
1	O=C(/C=C/c1ccccc1[N+](=O)[O-])Nc1cccc(S(=O)(=O)NC2=NCCCCC2)c1	-1	11	17	0.83	9	2	0.97	3
2	CCOc1ccc(N(CC(=O)NC2CCCCC2)C(=O)CCC(=O)Nc2ccccn2)cc1	-6	-5	10	0.9	4	3	0.97	-4
3	CCCOc1ccc(Cc2c(O)nc(N)[nH]c2=O)cc1C	-1	-8	-12	1.1	-2	-7	1.1	6
4	O=C1NC(c2ccccc2)C(C(=O)c2cccs2)C(O)(C(F)(F)F)N1 (stereo not given)	-3	-1	9	0.91	-4	0	1	-18
5	NC(=S)Nc1cccc2cnccc12	-4	-6	6	0.94	-9	5	0.95	-5
6	COCC1CCN(Cc2nc(Cc3ccccc3Cl)no2)CC1	-2	1	2	0.98	-15	6	0.94	-4
7	O=C(Nc1nc(-c2ccco2)c(-c2ccco2)s1)C1CCC1	15	22	14	0.86	8	32	0.69	-2
8	COc1ccc(NC(=O)c2cccc(S(=O)(=O)N3CCOCC3)c2)cc1	-4	-4	-18	1.2	-9	-10	1.1	-3
9	c1ccc(Nc2nc(-c3ccccc3)ns2)cc1	2	5	5	0.95	-1	-20	1.2	-2
10	Cc1sc(C(=O)Nc2ccc3ccccc3c2)cc1CC(=O)O	-1	8	-6	1.1	-6	0	1	-10
11	Cc1ccc(-c2cnc3n2CCCCC3)cc1	0	-21	-10	1.1	-1	-7	1.1	4
12	CC1CCN(c2cc(N)c(Cl)cc2[N+](=O)[O-])CC1	2	17	6	0.94	6	11	0.89	0
13	CSc1ncccc1C(=O)Nc1nc2ccc(S(C)(=O)=O)cc2s1	7	-13	-13	1.1	-6	-6	1.1	-2
14	CCN(CC(=O)Nc1c(C(=O)OC)[nH]c2ccccc12)c1ccc2c(c1)OCO2	1	22	-11	1.1	-17	6	0.94	6
15	COc1ccc(C(=O)Nc2ccc(C)cc2C(=O)c2ccccc2)cc1	-4	-1	13	0.87	7	13	0.87	-2
16	O=C(CSc1cccc[n+]1[O-])N1CCCCCC1	26	-1	-8	1.1	1	-4	1	2
17	CC1(C)CC(=O)C2=C(C1)N(Cc1ccco1)C(=O)NC2(C(F)(F)F)C(F)(F)F	-1	-3	-14	1.1	5	-6	1.1	-5
18	COc1cc(/C=c2\sc3n(c2=O)CCCN=3)ccc1O	3	16	11	0.89	-13	6	0.94	3
19	CC(C)n1c(-c2ccc(N(C)C)cc2)nc2ccccc21	0	5	-65	1.6	15	8	0.93	3
20	COc1cccc2c1OC1(C)CC2/C(=C(\C)O)C(=O)N1 (stereo not given)	1	-13	1	0.99	11	0	1	-4
21	Cc1onc(-c2ccccc2)c1C(=O)N/N=C/c1c[nH]c2ccccc12	-1	34	-1	1	-15	-4	1	0
22	CCc1ccc(NC(=O)NCCN2CCc3ccccc3C2)cc1	-4	1	-31	1.3	-2	-47	1.5	-5
23	CC1CS(=O)(=O)CCN1N=Cc1ccc([N+](=O)[O-])o1 (stereo not given)	0	0	0	1	-1	2	0.97	-6
24	Cc1ccc(C(=O)NCC(c2ccco2)N2CCc3ccccc3C2)cc1 (stereo not given)	0	19	4	0.96	0	0	0.99	-8
25	O=C(CSc1nnc(NC2CCCCC2)s1)N1CCOCC1	2	-6	-4	1	3	-1	1	4
26	Cc1cc(C)c(-n2nnnc2SCC(=O)c2cc3ccccc3o2)c(C)c1	-2	-5	15	0.85	3	0	1	-5
27	CC(C)(C)c1ccc(S(=O)(=O)NCc2ccc(C(=O)NCc3ccccn3)cc2)cc1	9	2	13	0.87	-17	-11	1.1	-3
28	CC(=O)NC(CC(=O)N(Cc1ccccc1)c1cccc(C)c1)c1ccccc1 (stereo not given)	3	22	8	0.92	-5	-8	1.1	-3
29	O=C(CN1C(=O)c2ccccc2C1=O)NCc1ccc(N2CCOCC2)cc1	5	-1	14	0.86	3	0	1	1
30	CCOC(=O)c1sc2cccc(Cl)c2c1N	3	13	9	0.91	-2	2	0.98	4
31	Cc1nn(-c2ccccc2)c(C)c1/C=N/NC(=O)CSc1nc2ccccc2c(=O)n1-c1ccc(Br)cc1	1	-3	-26	1.3	22	-8	1.1	0
32	Cc1noc(C)c1C(=O)Nc1ccc(F)cc1	-1	-16	-8	1.1	0	-1	1	1
33	Cc1ccccc1-n1nc2c(c1NC(=O)CCCl)CSC2	5	-5	1	0.99	-4	-3	1	-4
34	CCc1ccc(OCC(=O)O/N=C(\N)c2cccnc2)cc1	0	-4	-1	1	2	1	0.99	-6
35	CCOc1ccc(/C=N/NC(=O)CC(=O)NCc2ccccc2)cc1	1	-5	-6	1.1	-1	-4	1	-3
36	COc1ccc(Br)cc1/C=N/NC(=O)c1nc(-c2ccccc2)n2c1CCCCC2	-2	-3	8	0.93	-12	2	0.98	7
37	CCCc1cc(=O)[nH]c(SCCOc2ccc(Cl)cc2)n1	-4	27	-22	1.2	17	-1	1	12
38	Cc1cccc(SCC(=O)Nc2ccc3c(c2)OCCO3)c1	0	12	20	0.8	-10	-4	1	0
39	Cc1ccc(CNC(=O)Cc2ccc(-c3ccccc3)cc2)cc1	0	-3	0	0.99	4	4	0.96	0
40	CCc1ccc(NC(=O)CSc2ccccn2)cc1	-2	2	2	0.98	2	2	0.98	-3
41	C=CCn1c(C)nnc1SCC(=O)Nc1cc(S(=O)(=O)N2CCCC2)ccc1Cl	1	1	1	0.99	4	3	0.97	-6
42	COc1ccc(N2CCN(C(c3ccccc3)c3sc4nc(C)nn4c3O)CC2)cc1 (stereo not given)	3	3	-11	1.1	-27	5	0.95	-1
43	CC1CCCC(C)N1C(=O)COC(=O)C1CCN(S(=O)(=O)c2ccc3c(c2)OCCO3)CC1 (stereo not given)	0	-5	-5	1.1	-13	3	0.97	-2
44	C/C(=N\N=C(N)N)c1cccc([N+](=O)[O-])c1	4	-6	-14	1.1	4	-4	1	-3
45	CSc1ccc(S(=O)(=O)NCC(=O)OCCOc2ccccc2)cc1[N+](=O)[O-]	0	11	11	0.89	-10	14	0.86	-3
46	O=C(CCc1cccc(Cl)c1)NC1CCCN(Cc2ccccc2F)C1 (stereo not given)	-5	-18	-22	1.2	-1	-3	1	3
47	CCC(=O)Nc1ccc(N2CCCCC2)c(C(=O)Nc2ccc(OC)cc2)c1	4	18	-13	1.1	-7	0	1	8
48	C=CCC(C=C)[N+]1(CC(=O)OC)CCCCC1 (stereo not given)	-1	4	0	1	-3	4	0.96	-8

Complete entries, looked up by structure.
CSc1ccc(S(=O)(=O)NCC(=O)OCCOc2ccccc2)cc1[N+](=O)[O-] in the list: APOBEC3A inh = 0; PfGluPho inh = 11; hIAP block = 11; hIAP activ = 0.89; ATG4B inh = -10; mIAP inh = 14; mIAP act = 0.86; HKDC1 inh = -3
O=C(CCc1cccc(Cl)c1)NC1CCCN(Cc2ccccc2F)C1 (stereo not given) in the list: APOBEC3A inh = -5; PfGluPho inh = -18; hIAP block = -22; hIAP activ = 1.2; ATG4B inh = -1; mIAP inh = -3; mIAP act = 1; HKDC1 inh = 3

The list continues:
no.	canonical_smiles	APOBEC3A inh	PfGluPho inh	hIAP block	hIAP activ	ATG4B inh	mIAP inh	mIAP act	HKDC1 inh
49	COc1ccc(-c2csc(-c3cccs3)n2)cc1OC	-3	21	-5	1	-6	-4	1	-6
50	CCOC(=O)C1=C(C)OC(N)=C(C#N)C1c1c(C)nn(-c2ccccc2)c1Cl (stereo not given)	5	19	1	0.99	10	9	0.91	3
51	NS(=O)(=O)c1ccc(CCNC(=S)Nc2ccccc2)cc1	1	6	-4	1	2	-14	1.1	-9
52	CCOC(=O)c1c(NC(=S)NNS(=O)(=O)c2ccc(Br)cc2)sc2c1CCCCC2	0	-21	-55	1.5	18	22	0.79	-1
53	S=C(Nc1ccccc1)Nc1ccc(Br)cc1	-3	-2	-7	1.1	1	-8	1.1	-5
54	O=C(CN(c1ccc(F)cc1)S(=O)(=O)c1ccc2c(c1)OCCO2)NCc1ccncc1	-3	-15	3	0.97	3	-5	1.1	-3
55	COc1ccc(-c2nc(-c3ccc(NC(=O)c4ccncc4)cc3)no2)cc1OC	-1	3	6	0.94	3	12	0.88	-1
56	CCCNC(=O)Nc1ccc(C)cc1C	4	-8	13	0.87	-3	-4	1	-8
57	COc1ccc(C)cc1S(=O)(=O)n1c([N+](=O)[O-])cnc1C	-5	-1	-14	1.1	5	-4	1	-6
58	C=CCC1CCC/C(=N\NS(=O)(=O)c2ccc(C)cc2)C1 (stereo not given)	-2	7	-4	1	0	5	0.95	-12
59	O=C(Nc1nc2c(F)cc(F)cc2s1)C1CC1	-1	-8	17	0.83	-9	-2	1	-3
60	CC(=O)Nc1ccc2oc(-c3ccccc3Br)nc2c1	-2	0	-7	1.1	-4	6	0.94	-1
61	O=C(N/N=C/C=C\c1ccccc1[N+](=O)[O-])c1ccccn1	-4	14	-4	1	-4	12	0.88	-8
62	Cc1ccc(S(=O)(=O)N(CC(=O)Nc2cccc([N+](=O)[O-])c2)Cc2ccc(Cl)cc2)cc1	2	36	-6	1.1	76*	1	0.99	-3
63	CC1CCC(Nc2nnnn2-c2ccccc2)CC1 (stereo not given)	1	-12	30	0.7	7	-17	1.2	-7
64	N#Cc1c(-c2ccco2)nc(SCc2ccc(F)cc2)[nH]c1=O	-5	-24	-3	1	18	-1	1	-1
65	Cc1c(C(=O)NNC(=O)c2cccnc2)cccc1[N+](=O)[O-]	-3	-2	-10	1.1	-3	0	1	-4
66	CCN(CC)C(CNC(=O)CSc1nnnn1-c1c(C)cccc1C)c1ccco1 (stereo not given)	3	-5	-34	1.3	-2	7	0.93	4
67	Cc1ccc(C2=NNC(C(O)C(O)C(O)C(C)O)S2)cc1 (stereo not given)	4	17	12	0.88	-12	-7	1.1	-5
68	COCCOC(=O)C(CC(=O)O)NCc1ccco1 (stereo not given)	-2	9	2	0.98	-9	13	0.87	-1
69	O=C(Nc1ncc2c(n1)CC(c1ccco1)CC2=O)c1ccco1 (stereo not given)	0	17	4	0.96	-3	2	0.98	-4
70	O=C(C1CC(=O)N(c2ccc3c(c2)OCCO3)C1)N1CCN(Cc2ccccc2)CC1 (stereo not given)	-6	10	5	0.95	1	1	0.99	3
71	COc1ccc2c(c1)c(=O)c(C(=O)c1ccc(F)cc1)cn2CC(=O)Nc1ccc(F)cc1	-2	-9	8	0.92	1	7	0.93	1
72	COc1ccccc1C(=O)CN1C(=O)NC2(CCCCCC2)C1=O	-6	-12	-7	1.1	0	-4	1	8

A few values from the entries so far:
entry 69 in hIAP block = 4
entry 62 in hIAP block = -6
entry 59 in ATG4B inh = -9

Other structures.
no.	canonical_smiles	APOBEC3A inh	PfGluPho inh	hIAP block	hIAP activ	ATG4B inh	mIAP inh	mIAP act	HKDC1 inh
73	CCc1cccc2c(C(=S)N3CCCC3)c[nH]c12	-2	-9	10	0.9	-9	4	0.96	-8
74	Cc1ccc(-c2nc(SCC(=O)c3c(N)n(C)c(=O)n(C)c3=O)n[nH]2)cc1	5	-3	-22	1.2	-4	-4	1	-1
75	CCc1ccccc1NC(=O)CN1CCN(C(=O)c2cccc(-n3cnnn3)c2)CC1	-3	-1	-18	1.2	-9	4	0.96	-2
76	NNC(=O)c1ccc(OCC2CC(c3ccc(Cl)cc3)=NO2)cc1 (stereo not given)	1	4	-14	1.1	0	5	0.95	-1
77	c1csc(-c2nnc(COc3ccc4c(c3)OCO4)o2)c1	-3	16	-6	1.1	2	0	1	2
78	CC(Oc1ccccc1)C(=O)OCC(=O)N1CC(=O)Nc2ccccc21 (stereo not given)	-5	-1	12	0.89	-5	9	0.91	-11
79	COc1cc(-n2c(=O)c3ccccc3n(CC(=O)OCc3ccccc3)c2=O)cc(OC)c1OC	-7	4	4	0.96	0	-8	1.1	-6

High-throughput results from PubChem.
